Source: PubChem BioAssay (several laboratories)
TbMetRS inhib – Trypanosoma brucei MetRS inhibition | purified T. brucei MetRS, ATP depletion, Kinase-Glo luminescence | inhibition, % at 11.9 µM | 0.4% of 360,000 active | AID 624268;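 active means inhibition above a per-plate cutoff of the control wells' mean inhibition plus 3 SD, cut at about 5.5% in these data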;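 further: 0% = DMSO wells median and 100% = median of wells with control inhibitor compound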
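Material: T. brucei methionyl-tRNA synthetase, purified; reagent: substrates ATP, L-methionine and bulk Escherichia coli tRNA; dosing: 11.9 µM single point; timing: 15 min plus 2 h at 25 °C; detection: luminescence of leftover ATP; evaluation: % inhibition; control set: DMSO-only wells as low control; replicates: singlicate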
MsrA inhibitor – inhibitors of bovine MsrA. purified bovine MsrA, absorbance read-out. inhibition, % at 15.5 µM. 0.75% of 360,000 active. AID 651718; in the data active means inhibition above about 4.5%;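 further: 0% = vehicle wells with enzyme and 100% = reference inhibitor wells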
bovine MsrA act – activates bovine MsrA enzyme | purified bovine MsrA, absorbance read-out | activation, % at 10.6 µM | 0.3% of 360,000 active; in the data active means activation above about 7.5%;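 further: 0% = vehicle and 100% = reference activator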
LMPTP inh – LMPTP (human) inhibition; P24666; inhibition, % at 20 µM; 0.22% of 360,000 active; AID 651560; recombinant LMPTP-A, OMFP fluorogenic substrate, fluorescence intensity;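 active means compounds that cut the enzyme signal by at least half of the control window in the single-dose screen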;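 further: plate controls were DMSO wells with enzyme plus substrate for no effect and substrate without enzyme for full effect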
Target sequence (P24666 whole entry, looked up): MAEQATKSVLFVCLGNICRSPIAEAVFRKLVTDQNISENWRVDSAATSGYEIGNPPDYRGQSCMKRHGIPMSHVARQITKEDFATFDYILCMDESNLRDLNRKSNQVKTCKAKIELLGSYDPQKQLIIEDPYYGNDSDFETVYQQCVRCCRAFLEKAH
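Test system: LMPTP-A phosphatase enzyme. Amount: LMPTP-A at 0.625 nM final in the reaction. Reagent: OMFP substrate, 400 µM final. Times: 50 min at room temperature. Signal: endpoint fluorescence intensity from OMFP dephosphorylation. Read-out basis: % inhibition. Benchmarks: no-enzyme and uninhibited controls.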
SUMO1 PPI mod – modulators of human SUMO1-mediated protein-protein interactions; SUMO1 binding to a labelled peptide, TR-FRET, 1 h; inhibition, % at 20 µM; 0.33% of 360,000 active; AID 602429; in the data active means inhibition above about 37%
Target sequence (P63165 whole entry, looked up): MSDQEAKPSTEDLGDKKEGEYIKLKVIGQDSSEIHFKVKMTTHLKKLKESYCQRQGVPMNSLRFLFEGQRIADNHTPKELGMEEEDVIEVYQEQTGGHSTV
Scp-1 inhibitor – Scp-1 (human) phosphatase inhibition; inhibition, % at 20 µM; Recombinant Scp1, phosphopeptide, malachite green phosphate absorbance; 0.88% of 340,000 active;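 active means inhibition above about 50% at 20 µM, limit read from the data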;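 further: plate controls were DMSO wells with enzyme for no effect and wells lacking enzyme for full effect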
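System: truncated SCP-1 phosphatase (76-261aa); medium: Tris acetate buffer pH 5.5 with MgCl2 and Tween-20; incubation: 45 min room-temperature reaction, 5 min colour, 30 min stabiliser; compound: single 20 µM dose, 1% DMSO; reagent: Phosphorylated 17-residue peptide substrate; read-out: % inhibition at 20 µM; technique: colorimetric free-phosphate detection, absorbance 630 nm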
DNMT1 block – blocks human DNA methyltransferase DNMT1; inhibition (reported as % activation of signal), % at 10 µM; AID 588458; 0.83% of 360,000 active; DNMT1 molecular beacon, Hinp1I cleavage, fluorescence; in the data active means inhibition above about 50%
NRP1-CendR mod – alters CendR peptide binding to human NRP-1. inhibition, % at 25 µM. FAM-RPARPAR peptide binding to NRP-1, fluorescence polarization. 0.85% of 360,000 active. O14786;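 active means inhibition or corrected inhibition above about 18%, plus a signal ratio from 0.5 to 1.5, limit read from the data, passing the limit was not always enough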; further: strong numbers were not always called active
STEP block – blocks human striatal-enriched tyrosine phosphatase | P54829 | recombinant STEP, OMFP fluorogenic substrate, fluorescence | inhibition, % at 20 µM | 0.25% of 360,000 active | AID 588621;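 active means inhibition at 20 µM, scaled per plate between control wells, above about 37%, limit read from the data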;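 further: 0% = DMSO with enzyme and substrate and 100% = substrate only without enzyme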
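System: STEP phosphatase, cell-free reaction; Buffer or medium: Bis-Tris pH 6.0 buffer with DTT, detergent; Incubation: 20 min at room temperature, dark; Measured by: fluorescence, 480/540 nm.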
E coli Lon inh – E. coli protease La inhibition | 0.42% of 360,000 active | AID 602123 | purified E. coli Lon protease, fluorescence polarization | inhibition, % at 7.94 µM | P0A9M0; in the data active means inhibition above about 13%, passing the limit was not always enough;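 further: 0% = enzyme with probe and DMSO and 100% = no enzyme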
Target sequence (P0A9M0 whole entry, looked up): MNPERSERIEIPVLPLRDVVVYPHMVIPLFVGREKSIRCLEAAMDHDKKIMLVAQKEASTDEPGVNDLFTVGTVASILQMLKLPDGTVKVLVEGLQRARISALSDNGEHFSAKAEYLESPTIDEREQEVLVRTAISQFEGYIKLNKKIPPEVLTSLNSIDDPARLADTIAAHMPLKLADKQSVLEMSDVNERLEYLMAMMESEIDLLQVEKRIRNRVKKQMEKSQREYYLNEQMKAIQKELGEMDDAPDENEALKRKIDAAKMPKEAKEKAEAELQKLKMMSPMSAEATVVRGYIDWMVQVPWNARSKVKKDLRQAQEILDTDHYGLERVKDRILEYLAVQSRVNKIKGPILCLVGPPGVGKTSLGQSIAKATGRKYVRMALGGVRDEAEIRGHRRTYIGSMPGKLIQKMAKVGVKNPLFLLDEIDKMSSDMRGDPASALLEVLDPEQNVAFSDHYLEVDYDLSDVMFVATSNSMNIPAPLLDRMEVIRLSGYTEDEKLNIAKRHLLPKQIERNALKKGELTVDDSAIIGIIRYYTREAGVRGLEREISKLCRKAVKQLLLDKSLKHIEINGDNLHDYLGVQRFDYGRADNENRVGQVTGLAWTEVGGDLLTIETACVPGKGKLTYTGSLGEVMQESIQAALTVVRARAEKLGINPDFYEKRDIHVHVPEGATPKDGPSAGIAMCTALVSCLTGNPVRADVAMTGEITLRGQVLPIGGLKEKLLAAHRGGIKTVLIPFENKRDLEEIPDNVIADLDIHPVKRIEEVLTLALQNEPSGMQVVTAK
An asterisk follows results filed as active; . = no result given.

smiles,TbMetRS inhib,MsrA inhibitor,bovine MsrA act,LMPTP inh,SUMO1 PPI mod,Scp-1 inhibitor,DNMT1 block,NRP1-CendR mod,STEP block,E coli Lon inh
Cc1cc(C)n(C2CC(=O)N(c3ccc(C)c(Cl)c3)C2=O)n1 (centres undefined),-0.5,0.7,0,-0.6,4,-5,-3,9,0,4
CCCCN1C(=O)C(CC(=O)NCCN2CCOCC2)CC(C(=O)N(C)C)=C1C (centres undefined),-0.7,-1.0,-1,-2.4,3,.,0,-8,9,-2
CC(=O)Nc1nc(N2C(=O)c3ccccc3C2=O)n(-c2ccccc2)n1,-1.9,-0.5,-13,-2.1,0,11,5,-6,0,4
CC(C)NC(=O)COC(=O)/C=C/c1ccc(F)cc1,-0.5,0.5,-4,-2.8,1,-7,16,17,-1,4
Cc1ccc([N+](=O)[O-])cc1/C=N/Nc1nnnn1-c1ccccc1,-0.2,0.5,-1,1.0,-7,0,4,2,-2,-3
Cc1ccc(C(=O)NCCC(=O)Nc2ccccc2C)cc1,-0.4,1.2,4,-2.3,1,-10,-4,-1,-1,-9
CSCC[C@H](NC(=O)c1cccc(S(=O)(=O)N2CCCCCC2)c1)c1nc2ccccc2[nH]1,0.1,-1.2,0,0.6,11,-4,-5,-6,1,-8
O=C(O)c1nccnc1C(=O)Nc1ccc(Cl)cc1Cl,-0.2,0.0,-3,1.6,3,-4,-2,10,1,-1
CCN(CC)CCn1c(=N)n(CC(O)COc2ccccc2)c2ccccc21 (centres undefined),0.1,0.2,-1,-0.6,1,-19,-2,-5,-2,-9
CN(CC(=O)Nc1ccccc1Cl)C(=O)COC(=O)/C=C/c1cccc(C(F)(F)F)c1,-0.3,-1.1,-2,1.7,-1,-4,0,16,2,-4
CCCC(=O)Nc1cccc(Oc2ccc3c(c2)C(=O)NC3=O)c1,0.1,0.1,-3,-7.5,-13,-7,0,2,-2,1
Cc1ccc(CN2CCN(Cc3ccccc3)C(CCO)C2)s1 (centres undefined),-0.3,0.1,-2,-0.2,2,-2,-1,1,2,4
CCc1nn(CC(=O)N2CCC(C(N)=O)CC2)c(=O)c2cc3occc3n12,0.7,-0.6,1,0.9,-5,2,2,4,0,-4
Cc1ccc(C(=O)COC(=O)CNS(=O)(=O)c2ccccc2)cc1[N+](=O)[O-],-1.0,0.6,-3,-0.3,-7,-2,7,-3,0,-6
COc1ccc(S(=O)(=O)NCCSCc2ccccc2C)cc1Br,-0.5,0.5,-9,2.6,5,-12,-3,-8,-3,0
CC(=O)c1c(C)c2c(n1CCN(C)C)CCCC2,-0.4,1.3,-6,-3.6,-6,-2,-1,1,-3,-6

Just LMPTP inh, MsrA inhibitor and Scp-1 inhibitor, for some of the entries so far:
Structure	LMPTP inh	MsrA inhibitor	Scp-1 inhibitor
CN(CC(=O)Nc1ccccc1Cl)C(=O)COC(=O)/C=C/c1cccc(C(F)(F)F)c1	1.7	-1.1	-4
CCCC(=O)Nc1cccc(Oc2ccc3c(c2)C(=O)NC3=O)c1	-7.5	0.1	-7

Following part:
smiles,TbMetRS inhib,MsrA inhibitor,bovine MsrA act,LMPTP inh,SUMO1 PPI mod,Scp-1 inhibitor,DNMT1 block,NRP1-CendR mod,STEP block,E coli Lon inh
O=C(CSc1nc2ncccc2[nH]1)Nc1c(F)cc(F)cc1Br,1.0,-0.9,-2,-1.6,2,-7,0,2,-1,-4
Cc1cc(N)n2nc(-c3ccc(C(C)(C)C)cc3)cc2n1,-0.3,-1.0,-2,4.4,4,3,0,-5,-4,-4
CCCC[C@@H]1CNCCN1CCCc1cc(OC)c(OC)c(OC)c1,0.0,-0.5,-2,-3.4,8,16,4,6,1,-2
COc1ccccc1NC(=O)Oc1ccc(C(C)=O)cc1,-0.4,2.5,0,-2.1,4,-3,-1,13,1,9
O=C(CSc1nc2ccccc2o1)Nc1nc2c(s1)CCCC2,-0.9,-0.1,-5,1.4,-4,0,-5,-88,1,-34
CC(=O)NC1CC2CCCC(C1)N2C(=O)Nc1cccc(C(C)=O)c1 (centres undefined),-2.2,-0.2,-6,-1.2,2,-1,1,-7,0,-1
Cc1cc(Br)cn2c(Cc3ccccc3)c(C3CCCCC3)nc12,-0.3,-0.1,-2,3.4,-1,.,.,13,.,-9
COCCn1c(-c2ccc(C)cc2)nc2c(c(=O)c3ccccc3n2C)c1=O,-0.4,-0.7,-2,1.2,3,3,2,18,2,-14
COc1ccc(N2CCOCC2)c(NC(=O)c2cccnc2)c1,-0.4,2.6,-6,-0.2,9,-5,0,-2,-2,-3
CCCc1nc2sc3c(SCC(=O)NCc4ccco4)ncnc3c2c2c1CCC2,0.0,-0.6,-3,4.1,7,82*,91*,-58,21,-2
CC(C)N1CC(C(=O)O)CC1=O (centres undefined),-0.4,-0.7,-2,-1.1,0,-5,5,-9,-4,-11
Cc1ccc(C)n1-c1ncn[nH]1,0.1,0.3,1,-0.9,1,-12,0,4,-3,0
Cc1csc2nc(CNS(=O)(=O)c3ccc4c(c3)CCCC4)cn12,-0.2,-0.5,0,0.9,-1,-5,3,1,-1,-5
Cc1ccccc1OCC(=O)N/N=C/c1ccco1,-1.9,-0.2,-8,-1.6,-6,26,0,-8,-2,-5
CC1CN(c2ccccc2)CCN1Cc1nc(Cc2ccccc2)no1 (centres undefined),-0.6,-1.3,-2,0.7,2,-10,0,5,-2,-6
Cc1cc(C)n(CC(=O)NCc2ccccc2)c(=O)c1C#N,-0.7,0.6,-4,-0.5,27,-4,2,4,-2,-10
CCN1CCc2c(sc(NC(=O)C3CCCCC3)c2C(=O)OC)C1,-0.5,1.3,-1,-2.4,4,-3,2,0,-3,-8
COc1ccccc1NC(=O)Cc1nnc(SCC(=O)NC2CCCCC2C)n1C (centres undefined),-0.1,1.5,-3,-0.1,-2,-4,0,14,2,4
CC(CN(C)Cc1nc(Cc2cccc(C(F)(F)F)c2)no1)CN1CCCC1 (centres undefined),0.3,2.2,-1,1.4,1,-6,-7,8,-1,-2
O=C(O)CCN1C(=O)c2ccc(NC(=O)Cc3ccc(Cl)cc3)cc2C1=O,-0.6,0.7,-3,0.6,-8,0,-1,0,-2,7
CCOC(=O)CNC(=O)C1Cc2ccccc2CN1S(=O)(=O)c1cccs1 (centres undefined),-0.7,-0.4,-10,-0.8,2,-4,0,-1,-2,4
Cc1ccc(NC(=O)c2ccc(=O)n(CC(=O)Nc3c(C)cc(C)cc3C)n2)cc1,0.0,-0.3,-1,-0.4,-5,-7,-3,3,-2,-1
Cc1cc(C)c2c(CC(=O)N3CCCC3)coc2c1,0.0,0.6,-1,-1.4,3,-2,-1,19,1,-3
C=C(C)COc1ccc(-c2nc(N)ncc2-c2ccccc2OC)c(O)c1,-0.5,0.8,-2,3.8,4,-2,-9,0,-3,-3
C/C(=N\OCC(=O)N/N=C/c1ccccc1O)c1cccs1,-0.3,0.6,-7,0.5,-4,-2,0,1,2,-7
COc1ccc(C(C(=O)NC2CCCC2)N(C(=O)c2snc(C(N)=O)c2N)c2cc(C)ccc2OC)cc1OC (centres undefined),0.1,0.8,-4,-0.3,-13,-15,-4,-1,1,11
CCCc1nnc(SCC(=O)N2CCCCC2C)n1CCCOC (centres undefined),-0.3,-1.1,1,-0.7,1,-8,-1,3,0,-1
CCOC(=O)c1sc2nc(NC(=O)C3CCCCC3)sc2c1C,0.0,-0.6,-2,-1.2,-4,-9,2,-16,-1,-4
CCOCCCNC(=S)NNC(=O)CCn1nc(C)c(Br)c1C,-0.7,.,-3,-1.2,-2,-6,0,-2,2,6
CC(=O)N1CCN(C(=O)CC2OC(=O)c3ccccc32)CC1 (centres undefined),-1.9,-0.8,-3,-0.9,-13,-7,-13,-3,-4,8
Cc1cccc(NS(=O)(=O)c2ccccc2)n1,-0.1,1.6,-4,1.2,4,-7,3,-12,-4,0
Cc1ccccc1NC(=O)c1ccc(NC(=O)C2CC(=O)OC23CCCCC3)cc1 (centres undefined),-0.6,0.1,-2,-2.4,6,-7,4,-14,-2,6
CC1(C)Cc2nc3sc4c(=O)n(CC(=O)NCc5ccccc5)cnc4c3cc2CO1,-1.8,-0.4,-12,-0.4,43*,-7,4,6,-1,-6
COc1cc(/C=C/C(=O)OCC(=O)NCc2ccco2)cc(OC)c1OC,-0.5,2.6,-3,-0.1,-12,-10,2,16,-2,2
CCNC(=O)NC(=O)C(C)Sc1nc2ccccc2n1CC(C)C (centres undefined),-0.9,-0.5,-1,-2.6,-2,-4,1,-9,-3,0
CC1CCN(CCCCOc2ccc([N+](=O)[O-])cc2)CC1,0.6,-0.6,-1,-2.4,-9,-13,2,7,4,2
COc1ccc(CN2CCC(C)(Oc3ccc4c(c3)OCO4)C2)c2ccccc12 (centres undefined),0.0,1.6,0,-0.2,1,.,7,-2,3,-2
O=C(O)CC(C(=O)Nc1ccc(Cl)cc1Cl)C1CCCO1 (centres undefined),0.0,0.0,-1,-0.1,5,-9,5,-1,0,-6
CC1CN(C(=O)c2cccc(COc3ccccc3Cl)c2)CC(C)O1 (centres undefined),0.5,-0.4,-3,-0.6,-1,-4,0,5,0,3
CCC1CCCCN1C(=O)c1cc2cc(Br)ccc2oc1=O (centres undefined),0.1,0.3,-1,-0.3,-1,-10,0,7,0,-4
Cn1ncc2c(NNC(=O)C3CCCCC3)ncnc21,-0.8,-1.2,-3,-2.2,-1,-7,-3,10,-4,-10
O=C(c1ccccc1)N1CCN(CC(O)Cn2ccc3ccccc32)CC1 (centres undefined),-0.4,1.1,-3,-1.0,1,2,-3,11,0,-1
c1ccc(Sc2ncnc3c2oc2ccccc23)nc1,-0.5,2.1,2,-1.1,-1,-5,-1,-16,-2,0
COc1cc(C)c(CN2CCN(S(=O)(=O)c3ccc(Cl)s3)CC2)cc1OC,-0.3,-0.1,1,0.6,14,-4,-1,-4,1,1
O=[N+]([O-])c1nn(-c2ccc3c(c2)OCCO3)n(O)c1=NC1CCN(Cc2ccccc2)CC1,-0.7,-0.2,-2,0.3,-30,-5,-2,9,-1,-5

Taken from above.
Cc1ccccc1OCC(=O)N/N=C/c1ccco1 in LMPTP inh has -1.6
COc1ccc(S(=O)(=O)NCCSCc2ccccc2C)cc1Br in NRP1-CendR mod has -8
Cc1csc2nc(CNS(=O)(=O)c3ccc4c(c3)CCCC4)cn12 in TbMetRS inhib has -0.2
CCC1CCCCN1C(=O)c1cc2cc(Br)ccc2oc1=O (centres undefined) in NRP1-CendR mod has 7
c1ccc(Sc2ncnc3c2oc2ccccc23)nc1 in STEP block has -2
